Source: PubChem BioAssay (Southern Research Specialized Biocontainment Screening Center)
inhibitors of VEEV: inhibitors of VEEV TC-83 cytopathic effect, confirmation, Vero cells (AID 588727); Vero cells, VEEV TC-83 cytopathic effect inhibition; higher % means a stronger effect; one-dose inhibition, % at 20 µM; IC50 in µM for titrated hits; 350,000 tested, 0.13% active; in the data active = a potency from the dose series; inconclusive = inhibition mostly from about 14% at the one dose, without a potency; inactive = the rest, 99 in 100 with inhibition below about 12%; also: strong numbers were not always called active
* = called active by the depositor; i = inactive; ? = inconclusive. A portion of the library; rates above refer to the full screens.

Molecule | inhibitors of VEEV
Nc1ncnn1Cc1ccccc1 | 81%
CCCCCCN1C[C@H](O)[C@@H](n2cc(C3CC3)nn2)C[C@@H]1c1ccc(C)cc1 | i
COc1ccccc1Cn1c(=O)oc2ccccc21 | 1.1%
COc1ccccc1N(C)S(=O)(=O)c1ccc(C(=O)N(C)Cc2cccc(OC)c2OC)cc1 | 2.9%
C=CCCC(=O)N1C[C@H]2CON(C)[C@H]2C[C@H]1c1cccc(Oc2ccccc2)c1 | i
Cc1cc(C)c(NC(=O)COC(=O)C2=COCCO2)c(C)c1 | i
CC(=O)OC1CCC2(C)C(CCC3C4CC=C(C(C)=O)C4(C)OC(=O)CC32)C1 (configuration not stated) | 8.9%
O=C(OCc1cn([C@@H]2C[C@H](c3ccccc3)N(Cc3cccs3)C[C@H]2O)nn1)c1ccccc1 | 1.1%
CN(Cc1ccccc1)C(=O)COC(=O)c1c[nH]c2ccccc12 | 0.3%
CSc1ncnc2c1ncn2CCCNCCCc1ccccc1 | i
COc1ccc(OCC(=O)Nc2ccc3c(c2)nc(CCN2CCN(c4ccccn4)CC2)n3C)cc1 | 8.8%
C[C@@H]1CN([C@@H](C)CO)C(=O)CCCn2nncc2CO[C@H]1CN(C)C(=O)Nc1ccnc(N2CCOCC2)c1 | 0.8%
C[C@H]1CN([C@@H](C)CO)C(=O)c2cc(C3=CCCC3)cnc2O[C@@H]1CN(C)C(=O)c1ccncc1 | 0.3%
CC(=O)Oc1ccc(-c2csc(Nc3ccccn3)n2)cc1 | 8.7%
CCOc1ccc(OCC(=O)N2CCN(S(=O)(=O)c3ccccc3)CC2)cc1 | 2.0%
O=[N+]([O-])c1cc2c(cc1Br)-c1ccccc1C2 | 2.0%
CCN(CC)C(=O)C1=C(C)N(CCCOC)C(=O)C(CC(=O)NCc2cccc3ccccc23)C1 (configuration not stated) | 0.8%
CSc1ccc(CNC(=O)C2CCC(=O)N(CCc3ccc(Cl)cc3)C2)cc1 (configuration not stated) | 6.0%
C[C@H](CO)N1C[C@H](C)[C@@H](CN(C)Cc2ccccc2)OCc2cnnn2CCCC1=O | i
CCCn1nc(C(=O)Nc2cccc(S(=O)(=O)N3CCOCC3)c2)c2ccccc2c1=O | 7.8%
O=C(Nc1cccc(C(F)(F)F)c1)C1CC(=O)N(Cc2ccco2)C1 (configuration not stated) | i
Cc1cc(C)c(NS(=O)(=O)c2ccc3c(c2)oc(=O)n3C)c(C)c1 | i
Cc1cc(C)n2nc(C(=O)OCC(=O)Nc3ccc(Cl)cc3)nc2n1 | 4.3%
COc1ccc(NC(=O)N(C)C[C@@H]2OCc3ccccc3-c3c(n(C)c4ccccc34)C(=O)N([C@H](C)CO)C[C@H]2C)c(OC)c1 | 0.6%
Cc1ccc(OCC(=O)Nc2ccc3c(c2)nc(CCN2CCCC2)n3C)cc1 | 4.5%
CCOC=C1SC(=S)N(c2ccccc2OC)C1=O | 0.3%
Cc1ccc(Cc2c(-c3ccc(C)cc3)nc3ccc(Cl)cn23)cc1 | i
C[C@@H]1CN([C@H](C)CO)C(=O)CCCn2cc(nn2)CO[C@H]1CN(C)C(=O)Nc1ccc(-c2cccs2)cc1 | 0.9%
Cc1ccc(OC(=O)N(C)C[C@@H]2OCc3cn(nn3)CCCC(=O)N([C@H](C)CO)C[C@H]2C)cc1 | i
COc1ccc(C(C#N)CC(=O)c2ccc(OCc3ccccc3)c(OC)c2)cc1OC (configuration not stated) | 0.9%
NS(=O)(=O)c1ccc(CCNC(=O)CSc2nc3c(sc(=S)n3-c3ccccc3)c(=O)[nH]2)cc1 | 0.2%
COc1ccccc1CNC(=O)COC(=O)Cn1cnc2c1c(=O)n(C)c(=O)n2C | i
Cc1cccc(-n2ncc3c2CCCC3NC(=O)c2ccncc2)c1C (configuration not stated) | i
O=C(OCc1ccccc1F)c1cc(S(=O)(=O)N2CCCCC2)ccc1N1CCOCC1 | 4.3%
COc1ccccc1CN1CCNCC1 | 0.7%
COc1ccc(OC)c(N(CCN2C(=O)c3ccccc3C2=O)C(=O)C2CCC(=O)C2C)c1 (configuration not stated) | i
O=C(NCc1ccccc1C(F)(F)F)c1cccc2c1C(=O)c1ccc(N3CCC(N4CCCCC4)CC3)cc1S2(=O)=O | i
COc1cccc(C(=O)NC2CC3CCCC(C2)N3Cc2ccc(F)cc2)c1 (configuration not stated) | 10%
O=C(Cc1csc(-c2cccc(F)c2)n1)Nc1cccc(S(=O)(=O)NC2=NCCC2)c1 | 4.0%
O=C1C=CC(=O)N1c1ccc(-c2nc3ccccc3o2)cc1 | ?
CCSC1C(=O)N(C)C(SCC)C(=O)N1C (configuration not stated) | i
O=C(Nc1ccc(-c2ccco2)cc1)C1CCCN(Cc2ccco2)C1 (configuration not stated) | 1.1%
COc1ccccc1NC(=O)C(CC(=O)O)Cc1cc(C)cc(C)c1 (configuration not stated) | 1.9%
Cc1ccc(Cc2c(-c3ccc(C)cc3)nc3cc(C)ccn23)cc1 | i
Cc1c(N2CCCCC2)[nH]c2ccccc12 | i
O=C(CCS(=O)(=O)c1ccc(F)cc1)Nc1nccs1 | i
O=C(COC(=O)c1cccc(Cl)c1Cl)NC1CCCCCC1 | 2.3%
Cc1ccc(S(=O)(=O)N(CC(=O)NC2CC3CCC2C3)c2ccccc2)cc1 (configuration not stated) | 2.2%
C[C@H]1CN([C@@H](C)CO)C(=O)CCCn2nncc2CO[C@H]1CN(C)C(=O)c1ccccc1 | i
C#CCN(C[C@H]1[C@H](OC(=O)NCc2ccco2)[C@H](OC(=O)NCc2ccco2)C[C@@H](C(=O)OC)[C@H]1C(=O)OC)S(=O)(=O)c1ccc(C)cc1 | 9.3%
C[C@H]1CN([C@@H](C)CO)C(=O)CCCn2nncc2CO[C@@H]1CN(C)C(=O)c1ccncc1 | i
Cc1ccc(S(=O)(=O)NN=C2CC(C)(C)OC2(C)C)cc1 | 0.7%
COc1cccc(OC)c1C(=O)OCC(=O)NCCNC(=O)COC(=O)c1c(OC)cccc1OC | 2.3%
O=C(Nc1ccccc1N1CCOCC1)c1cccc2ccccc12 | 2.0%
Cc1ccc(C(=O)N/N=C/c2cccnc2)cc1Cl | 4.6%
COc1ccc(Br)cc1C1=CC(=O)C[C@H](c2ccc(F)cc2)C1 | 2.3%

More structures:
Molecule | inhibitors of VEEV
CCN(CC)C(=O)C1=C(C)N(Cc2ccc(F)cc2)C(=O)C(CC(=O)NCc2cccc3ccccc23)C1 (configuration not stated) | 1.9%
COc1ccc(NC(=O)N(C)C[C@H]2OCc3cnnn3CCCC(=O)N([C@@H](C)CO)C[C@H]2C)c(OC)c1 | i
COC(=O)C1CCN(S(=O)(=O)c2c[nH]c(=O)[nH]c2=O)CC1 | 2.6%
Cc1cc(C)c2c(=O)n3c(nc2c1)C(CC(C)C)NC(=O)c1cccnc1-3 (configuration not stated) | 1.4%
CC1=C(C(=O)N2CCOCC2)CC(CC(=O)NCCCCc2ccccc2)C(=O)N1CCCN1CCCC1=O (configuration not stated) | i
CNC(=O)c1ccc(CN(C)C(=O)c2cc(C3CC3)nc3c2cnn3C(C)C)cc1 | 5.3%
C#CCOCC1CNC(=S)O1 (configuration not stated) | 1.5%
Cc1ccc(C(=O)OCC(=O)NCc2ccc(Cl)cc2)s1 | 2.4%
Cc1ccccc1OCCOC(=O)c1cc(S(=O)(=O)N2CCOCC2)ccc1C | i
COc1ccccc1-c1cc2nc(-c3ccccc3)cc(N3CCN(C(=O)c4ccco4)CC3)n2n1 | 9.8%
CCCCN1C(=O)C(CC(=O)NCc2cccc3ccccc23)CC(C(=O)N2CCOCC2)=C1C (configuration not stated) | 1.2%
O=C(Nc1ccc(S(=O)(=O)NC2=NCCCCC2)cc1)c1cccc(OC(F)F)c1 | 0.2%
C#CCN(C[C@@H]1[C@@H](OC(=O)Nc2cccs2)[C@@H](OC(=O)Nc2cccs2)Cn2c(=O)n(CCCCCC)c(=O)n21)S(=O)(=O)c1ccc(C)cc1 | i
Cc1nnc(SCC(=O)NC2CCCCC2)n1-c1ccccc1 | i
COc1ccc(OC)c(CCNC(=O)Cc2ccc(NC(=O)C3=C(C)OCCS3)cc2)c1 | 0.2%
Cc1ccc(C)c(NC(=O)CN(C)C(=O)c2ccccn2)c1 | i
COc1ccc(NS(=O)(=O)c2cccc(C(=O)N3CCN(C/C=C/c4ccccc4)CC3)c2)cc1 | 5.7%
O=C(NN=Cc1ccc2c(c1)CCC2)c1cccc([N+](=O)[O-])c1 | i
COCCCn1c(SCC(=O)c2c(N)n(C3CC3)c(=O)[nH]c2=O)nnc1-c1ccccc1Cl | 3.4%
Cc1ccc(S(=O)(=O)N(C)C[C@H]2Oc3cc(Br)ccc3S(=O)(=O)N([C@H](C)CO)C[C@@H]2C)cc1 | i
C[C@@H]1CN([C@@H](C)CO)S(=O)(=O)c2ccc(Br)cc2O[C@@H]1CN(C)Cc1cccnc1 | i
Nc1nccc(N2CCCCC2)n1 | i
COc1ccc(/C=C/C(=O)OCC(=O)NC2CCCCCC2)cc1 | 0.2%
Cn1c(-c2ccccc2)cc(=O)cc1-c1ccccc1 | 0.4%

Quoted at random: 7 compounds from above.
Molecule | inhibitors of VEEV
Cn1c(-c2ccccc2)cc(=O)cc1-c1ccccc1 | 0.4%
Nc1nccc(N2CCCCC2)n1 | i
COc1ccc(/C=C/C(=O)OCC(=O)NC2CCCCCC2)cc1 | 0.2%
O=C(NN=Cc1ccc2c(c1)CCC2)c1cccc([N+](=O)[O-])c1 | i
COc1ccc(NS(=O)(=O)c2cccc(C(=O)N3CCN(C/C=C/c4ccccc4)CC3)c2)cc1 | 5.7%
C[C@@H]1CN([C@@H](C)CO)S(=O)(=O)c2ccc(Br)cc2O[C@@H]1CN(C)Cc1cccnc1 | i
Cc1ccc(S(=O)(=O)N(C)C[C@H]2Oc3cc(Br)ccc3S(=O)(=O)N([C@H](C)CO)C[C@@H]2C)cc1 | i

(further entries)
Molecule | inhibitors of VEEV
COc1ccc([C@H]2N[C@]3(CCCN(Cc4ccco4)C3=O)[C@H]3C(=O)N(Cc4ccccc4)C(=O)[C@@H]23)cc1 | i
COc1ccc(N2CCN(CCCn3cnc4c(OC)ncnc43)CC2)cc1 | i
COc1cccc(/C=C/C(=O)OCC(=O)Nc2ccc3c(c2)OCCO3)c1 | 2.7%
COc1ccc(Cl)cc1C(=O)OCC(=O)c1c(N)n(C)c(=O)n(C)c1=O | 3.2%
C[C@H]1CN([C@@H](C)CO)C(=O)CCCn2nncc2CO[C@@H]1CN(C)Cc1ccncc1 | 3.4%
Cc1cccc(CN(C)C[C@@H]2OCc3cnnn3CCCC(=O)N([C@H](C)CO)C[C@H]2C)c1 | i
Cc1c(C(=O)/C=C/c2ccccc2F)c2cc(O)ccc2n1C | 0.3%
Clc1ccc(NN(Cc2ccncc2)c2ccc(Cl)cc2)cc1 | 2.2%

Rewritten as labelled records: part of the list above
> C[C@H]1CN([C@@H](C)CO)C(=O)CCCn2nncc2CO[C@H]1CN(C)C(=O)c1ccccc1
  inhibitors of VEEV: i
> Cc1ccc(OC(=O)N(C)C[C@@H]2OCc3cn(nn3)CCCC(=O)N([C@H](C)CO)C[C@H]2C)cc1
  inhibitors of VEEV: i
> CSc1ccc(CNC(=O)C2CCC(=O)N(CCc3ccc(Cl)cc3)C2)cc1 (configuration not stated)
  inhibitors of VEEV: 6.0%
> Cc1ccc(OCC(=O)Nc2ccc3c(c2)nc(CCN2CCCC2)n3C)cc1
  inhibitors of VEEV: 4.5%

(next part)
Molecule | inhibitors of VEEV
C[C@H]1CN([C@@H](C)CO)S(=O)(=O)c2ccc(Br)cc2O[C@@H]1CN(C)C(=O)c1cccnc1 | 4.2%
C[C@@H]1CN([C@@H](C)CO)C(=O)CCCn2nncc2CO[C@H]1CN(C)S(=O)(=O)c1ccc(Oc2ccccc2)nc1 | i
COc1cccc(C#Cc2ccc3c(c2)O[C@H](CN(C)C)[C@@H](C)CN([C@@H](C)CO)S3(=O)=O)c1 | 46%
CC1CCCCC1NC(=O)CCn1c(=S)[nH]c2ccccc2c1=O (configuration not stated) | 0.7%
CC1(C)CC(=O)C=C(c2ccc(COC(=O)c3ccccc3)cc2)C1=O | 0.6%
COc1ccc(N2CSC(=S)N(c3ccc(OC)cc3)C2)cc1 | 0.1%
CS(=O)(=O)c1ccc(C2=C(CNC(=O)c3ccc([N+](=O)[O-])cc3)[C@H]3CC[C@@H](C2)N3Cc2ccccc2)cc1 | 0.4%
COc1ccc([C@H]2C[C@@H](O)[C@H](n3cc(C4CC4)nn3)CN2C(=O)C2CCCCC2)cc1 | 0.9%
COC(=O)C[C@H]1C[C@H]2c3cc(NC(=O)Cc4ccncc4)ccc3O[C@H]2[C@@H](CO)O1 | 0.5%
COC(=O)c1cc(OC)c(OC)cc1NC(=O)CCN1C(=O)C2CCCCC2C1=O (configuration not stated) | i
NC1=NC2OC(CO)C(O)C2O1 (configuration not stated) | i
O=S(=O)(c1cccc(C(F)(F)F)c1)N1c2ccccc2-n2cccc2C1c1cccnc1 (configuration not stated) | 2.7%
Cc1cccc(-n2ncc3c2CCCC3NC(=O)c2cccs2)c1C (configuration not stated) | i
COc1ccccc1Cn1c(=S)[nH]c2cc(C(=O)N3CCCC(C)C3)ccc2c1=O (configuration not stated) | 2.4%
COc1cccc(NC(=O)CCC2CCN(C(=O)C(OC)c3ccccc3)CC2)c1 (configuration not stated) | 0.8%
Cc1ccc(S(=O)(=O)N2CCOCC2)cc1C(=O)NCCCN1CCCC1=O | i
C[C@@H]1CN([C@@H](C)CO)S(=O)(=O)c2ccc(Br)cc2O[C@H]1CN(C)Cc1ccncc1 | 5.3%
O=C(OC1C2C=CC1C1C(=O)NC21)c1ccccc1 (configuration not stated) | 0.6%
CCOc1ccccc1N(CC(=O)NCCc1ccc(OC)cc1)S(=O)(=O)c1ccc(C)cc1 | i
